GPR35 antagonists – GPR35 antagonists blocking zaprinast-driven arrestin recruitment, primary screen, imaging, U2OS, beta-arrestin-GFP, zaprinast agonist (AID 2058); hit rate 0.052% among 290,000; U2OS GPR35 beta-arrestin-GFP translocation imaging, zaprinast antagonism; higher % means a stronger effect; inhibition, % at 10 µM, or IC50 in µM where a hit was titrated;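 active = inhibition of at least 50% with at least 30 cells and total cytoplasm GFP at most 10,000,000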
GPR55 antagonists – inhibition of LPI-stimulated GPR55 beta-arrestin translocation – imaging, U2OS, beta-arrestin-GFP, LPI agonist, primary screen (AID 2013) | U2OS GPR55 beta-arrestin-GFP translocation imaging, LPI antagonism; higher % means a stronger effect | inhibition, % at 10 µM; hits with a dose series show IC50 in µM | hit rate 0.13% among 290,000;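 active = spots per cell inhibited over 60%, with over 100 cells counted and total cytoplasm intensity under 500,000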;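 note: U2OS cells stably carrying GPR55 and arrestin-GFP stimulated by 5 µM LPI near EC80; imaged beta-arrestin-GFP aggregate spots per cell after agonist stimulation; plate controls were LPI-stimulated DMSO wells for no effect and DMSO wells without LPI for full effect; some results filed as inactive read as strong as hits; confirmed hits need IC50 under 10 µM and bright autofluorescent wells are also inconclusive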
AID2073 – disruptors of CaV2.2 binding to Mint1 – biochemical, HTRF (AID 2073); HTRF protein-protein interaction, Mint1-CaV2.2; higher % means a stronger effect; hit rate 0.19% among 290,000; one-dose inhibition, % at 20 µM; IC50 in µM for titrated hits; in the data active = inhibition mostly above about 51%, no sharp cut-off; note: some results filed as inactive read as strong as hits
NOD1 NF-kB reporter – inhibition of NOD1-driven NF-kB reporter – cell-based, luminescence, uHTS, primary screen (AID 1578); NOD1-driven NF-kB luciferase reporter cells, luminescence; higher % means a stronger effect; one-dose inhibition, % at 4 µM; EC50 in µM for titrated hits; hit rate 1% among 290,000; in the data active = inhibition mostly above about 36%, no sharp cut-off; inactive = mostly below about 34%;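 note: HEK-293T reporter cells stimulated with the NOD1 agonist gamma-tri-DAP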
Siah-1 displacement – blockers of Siah-1 interaction with plectin peptide – biochemical, fluorescence polarization, rhodamine-plectin, uHTS, primary screen (AID 1817) | Siah-1 / rhodamine-plectin peptide fluorescence polarization; higher % means a stronger effect | one-dose displacement, % at 20 µM; IC50 in µM for titrated hits | hit rate 0.02% among 290,000;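 active = displacement of at least 50% at 20 µM, with a fluorescence ratio check between 0.3 and a set limit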;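 note: plate controls were Siah plus tracer with DMSO for no effect and tracer alone without Siah for full effect; strong numbers were not always called active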
HIV fusion peptide – cell-free HIV fusion peptide-binding blockers – biochemical, uHTS, fluorescence dequenching, primary screen (AID 1986); cell-free peptide binding, fluorescence dequenching, 30 min; higher % means a stronger effect; inhibition, % at 20 µM, or IC50 in µM where a hit was titrated; hit rate 0.3% among 290,000; in the data active = inhibition mostly above about 52%, no sharp cut-off; inactive = mostly below about 76%; note: some results filed as inactive read as strong as hits
GPR55 beta-arrestin – GPR55 agonists via beta-arrestin recruitment, primary screen, imaging, U2OS cells, beta-arrestin-GFP redistribution (AID 1961); activation, % at 10 µM, or EC50 in µM where a hit was titrated; U2OS GPR55 beta-arrestin-GFP redistribution imaging; higher % means a stronger effect; hit rate 0.048% among 290,000;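 active = activation above 40% with more than 50 cells counted in the well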;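 note: U2OS osteosarcoma cells stably expressing GPR55 and beta-arrestin-GFP; plate controls were DMSO negative control for no effect and LPI positive control for full effect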
KOR beta-arrestin-1 – kappa opioid receptor activators – cell-based, luminescence, uHTS, primary screen (AID 1777). KOR beta-arrestin recruitment, luminescence; higher % means a stronger effect. one-dose activation, % at 10 µM; EC50 in µM for titrated hits. hit rate 0.02% among 280,000; in the data active = activation above about 50%, passing the limit was not always enough; note: a part of the inactive calls stands beside numbers as strong as those of hits
KOR beta-arrestin-2 – kappa opioid receptor blockers – cell-based, luminescence, uHTS (AID 1778); KOR beta-arrestin recruitment, luminescence, antagonist mode; higher % means a stronger effect; inhibition, % at 10 µM, or IC50 in µM where a hit was titrated; hit rate 0.091% among 290,000; in the data active = inhibition above about 50%; note: strong numbers were not always called active
* hit, by the source's call; / = no result given; [ ] = another dose, or the depositor's remark. The list is partial. The share of hits here may be higher or lower than overall.

No.	molecule	GPR35 antagonists	GPR55 antagonists	AID2073	NOD1 NF-kB reporter	Siah-1 displacement	HIV fusion peptide	GPR55 beta-arrestin	KOR beta-arrestin-1	KOR beta-arrestin-2
1	Fc1ccc(Oc2cnc3ccccc3n2)cc1	-1%	2%	27%	-21%	-3%	-0.7%	-0.1%	1.9%	-22%
2	CCCCN(C(=O)NC(=O)Nc1c(C)cc(C)cc1C)S(C)(=O)=O	19%	6%	-2%	6%	-3%	0.3%	-0.1%	-0.9%	-56%
3	COc1ccc(OCC(=O)NN2Cc3ccccc3C2=N)cc1	4%	6%	2%	-18%	0%	3.1%	-0.1%	-2.4%	-9%
4	CCOC(=O)C1CCN(c2c(NCc3ccc(N(C)C)cc3)c(=O)c2=O)CC1	-2%	3%	-8%	-7%	0%	-0.8%	-0.3%	6.3%	18%
5	Cc1nn(CC(=O)Nc2ccc(Cl)cc2Cl)c(=O)c2ccccc12	-9%	-16%	11%	-15%	-1%	2.2%	-0.2%	-1.3%	43%[20 µM]
6	Cc1ccsc1C(=O)Nc1cccc(-n2cnnn2)c1	-11%	2%	10%	0%	-7%	-1.7%	-0.2%	-3.7%	-35%
7	Cc1ccc(/C=N/NC(=O)c2ccc(C(=O)N/N=C/c3ccc(C)s3)o2)s1	2%	-8%	19%	-3%	0%	-1.7%	0.0%	2.7%	-37%
8	CCOc1ccc(Nc2cc3n(c(=O)n2)CCc2cc(OC)c(OC)cc2-3)cc1	-12%	0%	13%	0%	2%	-2.6%	0.6%	-3.8%	-21%
9	COc1cc(OC)c(NC(=O)c2ccc3c(SCC(=O)O)c4c(nc3c2)CCCC4)cc1Cl	-2%	10%	45%	-12%	5%	31%	-0.3%	-8.5%	4%
10	O=C(O)c1ccc(COc2ccc([N+](=O)[O-])cc2)o1	-4%	-5%	7%	4%	1%	-1.5%	-0.3%	-5.1%	9%
11	O=C(NCc1ccccn1)C1CCC(CNS(=O)(=O)c2cccc3nsnc23)CC1 (configuration not stated)	8%	-16%	-10%	13%	-4%	0.3%	1.0%	-1.4%	15%
12	O=C(CNc1ccc(C(F)(F)F)cc1[N+](=O)[O-])OCC(=O)c1ccccc1	-7%	6%	-4%	20%	-4%	-4.8%	0.2%	-8.0%	-50%
13	CCN(CC)S(=O)(=O)c1ccc(NC(=O)COc2c(OC)cccc2OC)cc1	-10%	-15%	7%	-3%	-4%	1.2%	-0.3%	-2.7%	0%
14	CCOC(=O)C1CCN(Cc2coc3c(Cl)cc(Cl)cc3c2=O)CC1	24%	16%	18%	49%	5%	2.3%	-0.1%	-2.1%	5%
15	CC(=O)Nc1cccc(Oc2nc(-c3ccccn3)nc3ccccc23)c1	-15%	12%	4%	-1%	-1%	0.5%	-0.1%	1.2%	9%
16	CSc1nc(Cl)cc(=O)[nH]1	10%	9%	17%	0%	3%	0.6%	-0.1%	3.7%	26%
17	O=C1/C(=C/c2ccccn2)SC(=S)N1Cc1ccccc1	-1%	4%	5%	-7%	6%	0.6%	-0.6%	24%	13%
18	O=C(Nc1cccnc1)c1ccc(F)c(S(=O)(=O)N2CCOCC2)c1	8%	-4%	8%	-38%	1%	-0.5%	-0.1%	6.5%	-22%
19	COc1ccc(N2CCCn3c2nc2c3c(=O)n(CCc3ccccc3)c(=O)n2C)cc1	6%	0%	-4%	-1%	-2%	2.3%	-0.3%	-4.8%	-16%
20	CCOC(=O)c1c(NC(=O)CSc2nc3c(c(=O)n(C)c(=O)n3C)n2C(C)C)sc(C)c1C	1%	5%	-4%	-14%	-1%	-1.1%	-0.1%	-2.8%	17%
21	COCCNC(=O)NC(=O)COC(=O)Cc1ccc2c(c1)OCCO2	2%	-4%	6%	-12%	-4%	-0.5%	-0.2%	-0.6%	1%
22	CC(C)c1nnc(SCC(=O)NCCC2=CCCCC2)n1N	5%	7%	-21%	-2%	3%	0.2%	0.0%	1.1%	-31%
23	COc1cccc(C(=O)Nc2nnc(S(=O)(=O)N(C)Cc3ccc(F)cc3)s2)c1	-10%	14%	26%	17%	1%	23%	-0.2%	8.5%	7%
24	COc1ccccc1N(C)S(=O)(=O)c1ccc(Cl)c(C(=O)NC2=NCCS2)c1	2%	-16%	10%	-20%	0%	1.0%	-0.5%	-5.0%	-3%
25	O=c1c(Oc2ccccc2F)coc2cc(OCc3cnn(-c4ccccc4)c3)ccc12	3%	7%	12%	-20%	22%	1.3%	0.4%	29%	-29%
26	Cc1cccc(NC(=O)CSc2nnc(CNC(=O)c3ccco3)n2C)c1	5%	2%	0%	-10%	4%	0.5%	-0.1%	-0.5%	6%
27	CCC1CCCCN1C(=O)CSc1nc(N)c(NC(=O)c2ccco2)c(=O)[nH]1 (configuration not stated)	2%	5%	-5%	-16%	0%	2.7%	-0.3%	-1.3%	-42%
28	Cc1ccc(OCC(=O)N(c2ccccn2)C2CCCCC2)c(C)c1	4%	2%	0%	-12%	10%	-2.3%	0.0%	16%	10%
29	COCCNC(=O)C(=O)NCCN1CCNCC1	19%	13%	-8%	13%	-1%	-0.7%	-0.2%	-2.6%	8%
30	CCOc1ccc(N(C(=O)c2snc(C(N)=O)c2N)C(C(=O)NCC2CCCO2)c2c[nH]c3ccccc23)cc1 (configuration not stated)	-10%	6%	6%	-9%	6%	-1.6%	-0.1%	-4.3%	-2%
31	COc1ccc(CCNC(=O)CSc2nnc(CNC(=O)c3ccccc3F)o2)cc1OC	1%	2%	-6%	-6%	2%	-1.1%	-0.1%	-0.3%	-26%
32	O=C(Nc1ccccc1C(=O)N1CCOCC1)c1ccc(Cl)cc1	-5%	-8%	-1%	-33%	8%	-0.8%	-0.1%	2.3%	26%
33	COC(=O)c1cccc(NC(=S)NCCC2=CCCCC2)c1	11%	-17%	-14%	36%	-2%	-4.0%	0.1%	-3.1%	-22%
34	CCC(CC)c1nnc(NC(=O)CC(C)c2ccccc2)s1 (configuration not stated)	20%	0%	-22%	-2%	0%	0.4%	-0.1%	-3.9%	-34%[20 µM]
35	CCOC(=O)Cn1c(=NC(=O)CN2C(=O)CCC2=O)sc2cc(S(N)(=O)=O)ccc21	5%	14%	-1%	-22%	2%	-0.9%	0.5%	10%	-25%
36	O=c1c2ccccc2c2c(O)nc(-c3ccccc3)n2n1Cc1ccccc1	-11%	-13%	16%	-31%	0%	2.9%	-0.1%	-0.1%	-11%
37	O=C(NCc1ccc2c(c1)OCO2)Nc1ccc2nsnc2c1	5%	11%	8%	-39%	14%	-0.9%	0.2%	-0.2%	-33%
38	O=C(NCCc1ccco1)c1nn(Cc2ccccc2)c(=O)c2ccccc12	2%	-22%	-1%	2%	-3%	-1.5%	-0.1%	6.4%	-10%
39	Cn1nc(C(F)(F)F)c(/C=N/OC(=O)c2ccccc2Cl)c1SCc1ccc(Cl)cc1	18%	13%	9%	-3%	2%	-0.9%	-0.1%	2.8%	-18%
40	O=C(NCc1ccccn1)C(=O)NCC1OCCN1S(=O)(=O)c1ccc(Br)cc1 (configuration not stated)	-2%	17%	-3%	-12%	10%	0.9%	-0.2%	0.5%	-22%

Entries of single compounds, looked up by structure.
Shown for COc1ccc(CCNC(=O)CSc2nnc(CNC(=O)c3ccccc3F)o2)cc1OC = GPR35 antagonists: 1%; GPR55 antagonists: 2%; AID2073: -6%; NOD1 NF-kB reporter: -6%; Siah-1 displacement: 2%; HIV fusion peptide: -1.1%; GPR55 beta-arrestin: -0.1%; KOR beta-arrestin-1: -0.3%; KOR beta-arrestin-2: -26%
Shown for COC(=O)c1cccc(NC(=S)NCCC2=CCCCC2)c1 = GPR35 antagonists: 11%; GPR55 antagonists: -17%; AID2073: -14%; NOD1 NF-kB reporter: 36%; Siah-1 displacement: -2%; HIV fusion peptide: -4.0%; GPR55 beta-arrestin: 0.1%; KOR beta-arrestin-1: -3.1%; KOR beta-arrestin-2: -22%

(further entries)
No.	molecule	GPR35 antagonists	GPR55 antagonists	AID2073	NOD1 NF-kB reporter	Siah-1 displacement	HIV fusion peptide	GPR55 beta-arrestin	KOR beta-arrestin-1	KOR beta-arrestin-2
41	CCn1c(SCC(=O)N2CCCc3ccccc32)nc2cccnc21	4%	2%	6%	-16%	0%	1.8%	0.5%	0.5%	24%
42	O=C(Cn1c(=O)n(Cc2ccco2)c(=O)c2c3c(sc21)CCCCC3)c1ccccc1	-4%	13%	44%	13%	-3%	53%	17%	-2.7%	-41%
43	O=C(CCC1CCCC1)NCCCNC(=O)CCC1CCCC1	2%	0%	1%	-5%	0%	1.1%	0.9%	-2.8%	-9%
44	Cc1ccc(S(=O)(=O)/N=C2/NC(=O)/C(=C\c3ccco3)S2)cc1	10%	22%	-12%	/	0%	-3.4%	0.5%	1.0%	7%
45	O=c1c2c3c(sc2nc2n1CCC2)CCC3	-16%	1%	6%	-12%	0%	1.2%	-0.2%	-2.7%	-2%
46	CCOC(=O)C1CCN(C(c2cc(OC)c(OC)c(OC)c2)c2sc3nc(C)nn3c2O)CC1 (configuration not stated)	-5%	1%	-5%	-17%	3%	-1.3%	-0.1%	-2.5%	9%
47	Cc1cccc(NC(=O)CN(C2=NC3CS(=O)(=O)CC3S2)c2ccccc2F)c1 (configuration not stated)	-11%	11%	8%	6%	-3%	0.5%	-0.1%	/	-16%[20 µM]
48	CCS(=O)(=O)Nc1ccc(C2=NN(C(=O)c3ccco3)C(c3cccc(F)c3)C2)cc1 (configuration not stated)	13%	1%	34%	14%	7%	1.9%	-0.3%	-6.8%	-7%
49	CC1CC(CCC(=O)NC(=S)Nc2ccc(Cl)cn2)C(=O)O1 (configuration not stated)	10%	-19%	2%	-26%	3%	-2.2%	-0.1%	-4.0%	-41%[20 µM]
50	CCCNC(=O)c1ccc(C2SCC(=O)N2CCc2ccccc2)cc1 (configuration not stated)	2%	-1%	-16%	-38%	-4%	0.9%	-0.5%	1.0%	5%
51	Brc1ccc(-c2csc3ncnc(-n4nnc5ccccc54)c23)cc1	11%	7%	7%	20%	-4%	-3.4%	-0.2%	-0.1%	0%

Sorted by SMILES length (rising): part of the list above.
No.	molecule	GPR35 antagonists	GPR55 antagonists	AID2073	NOD1 NF-kB reporter	Siah-1 displacement	HIV fusion peptide	GPR55 beta-arrestin	KOR beta-arrestin-1	KOR beta-arrestin-2
34	CCC(CC)c1nnc(NC(=O)CC(C)c2ccccc2)s1 (configuration not stated)	20%	0%	-22%	-2%	0%	0.4%	-0.1%	-3.9%	-34%[20 µM]
2	CCCCN(C(=O)NC(=O)Nc1c(C)cc(C)cc1C)S(C)(=O)=O	19%	6%	-2%	6%	-3%	0.3%	-0.1%	-0.9%	-56%
39	Cn1nc(C(F)(F)F)c(/C=N/OC(=O)c2ccccc2Cl)c1SCc1ccc(Cl)cc1	18%	13%	9%	-3%	2%	-0.9%	-0.1%	2.8%	-18%

Source: PubChem
